S3 lipid droplet = qHTS Assay for Lipid Storage Modulators in Drosophila S3 Cells. Drosophila S3 cells, BODIPY lipid droplet fluorescence, 18-24 h; cells fed with added oleic acid. lipid storage change, negative = inhibition, % at the top dose, mostly 46.1 µM; hits show Potency in µM. 320,000 compounds, 0.64% hits. AID 2685; active = well fitted inhibition curve with a large enough effect in the signal ratio, with a control signal flat, not every such curve was filed as active; inconclusive = small, poorly fitted or top-dose-only effect, or effect the other way, or a change in a side signal; the % refers to the signal ratio
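Laser-scanning cytometry quantifies lipid droplet accumulation (500–530 nm total intensity; droplet/cell object ratio) in oleic acid-fed (400 uM added) Drosophila S3 cells treated with a concentration series. 20 uM Triacsin C defined 100% inhibition.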
S3 lipid droplet cell count max = also measured in S3 lipid droplet; calls as there; cell number change, %; measured here: cell count max response;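 cells counted by Cell Tracker Red CMTPX staining in the red channel; peak over a dose series mostly up to 46.1 µM; percent activity relative to internal control wells on each plate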
Starred values were filed as active, the others as inactive; i = inactive; ? = inconclusive; / = no result given; [ ] = another dose, or the depositor's remark. % is set by controls: 0 for no effect and ±100 for the full control effect; potency is the fitted concentration of half-maximal effect. An excerpt; rates above refer to the full screens.

SMILES	S3 lipid droplet	S3 lipid droplet cell count max
Cc1ccc(-c2cc(C(=O)NCCCn3ccnc3)c3cc(Br)ccc3n2)o1	i	/
Brc1ccccc1CN1CCC(N2CCCCC2)CC1	11.6%	-5.9
Cc1cccc(CN2CCCC(C(=O)N3CCc4ccccc4C3)C2)c1 (stereo not given)	24.5%	/
Cc1cc(C)c(C#N)c(=N)o1	?	/
Cc1cccc(C)c1NC(=O)CSC(=S)N1CCCC1	?	/
CCOC(=O)N1CCC(N2CCN(S(=O)(=O)c3ccc(C)cc3)CC2)CC1	i	6.8
CCOc1ccc(CCNC(=O)CSc2n[nH]c(N)n2)cc1OCC	?	/
COc1ccc(Cl)cc1NC(=O)C1Cc2cc(S(=O)(=O)N3CCCC3)ccc2N1C(C)=O (stereo not given)	?	/
COC(=O)CCSCC(=O)Nc1ccc(C)c(S(=O)(=O)N2CCCCC2)c1	?	/
COc1ccc(-c2cnnc(N/N=C/c3ccc(C)o3)n2)cc1	-8.3%	11.3
CN(Cc1ccccc1)C(=O)c1ccc(NC2=NC3CS(=O)(=O)CC3S2)cc1 (stereo not given)	20.0%	/
Cc1ccc(C(=O)N2CCN(c3ccccc3)CC2)cc1C	?	/
CN(C)c1ccc(N=Nc2nc3ccccc3n2C)cc1	-28.4%	11.3
O=c1[nH]c(SCc2cccc(Cl)c2)nc2c1CCCC2	1.9%	1.6
Cc1nc2cnccc2n1C	?	/
Cc1ccc(C)c(S(=O)(=O)N2CCN(C(C(=O)Nc3ccc(F)cc3)c3ccccc3)CC2)c1 (stereo not given)	?	/
O=C(c1ccc2[nH]c(=O)c(=O)[nH]c2c1)N1CCN(Cc2ccccc2)CC1	?	/
Cc1cc(-c2ccc(C(C)C)c(S(=O)(=O)N3CC(=O)Nc4ccccc43)c2)on1	?	/
CCOC(=O)N1CCN(C(=O)Cc2cccs2)CC1	-9.5%	-8.2
CC(Oc1ccc(Cl)cc1)c1ccc(C#N)c(=O)[nH]1 (stereo not given)	?	/
CC(C)C(=O)Nc1cccc(-c2cn3ccccc3n2)c1	15.9%	13.6
Cc1sc(NC(=O)C2C3CCC(O3)C2C(=O)O)nc1-c1ccc(CC(C)C)cc1 (stereo not given)	?	/
CS(=O)(=O)c1ccc(-n2c(=O)n(Cc3ccccc3)c(=O)c3[nH]cnc32)cc1	?	/
Cc1ccc(NC(=O)CSc2nc(=O)n(CCN3CCOCC3)c3c2CCCC3)cc1	?	/
CC(=O)c1ccc(S(=O)(=O)NCCC(=O)OCC(=O)N(Cc2ccccc2)C(C)(C)C)cc1	?	/
COc1cc(/C=N\NC(=O)c2ccc(-c3ccccc3)cc2)cc(Br)c1O	?	/
CS(=O)(=O)N(CC(=O)NCc1cccnc1)C1CCCCC1	15.2%	5.5
CCOc1ccc(-c2cccc(NS(=O)(=O)c3ccc([N+](=O)[O-])cc3)c2)nn1	?	/
CC(=O)c1c(C)[nH]c(C(=O)COC(=O)c2nccnc2N)c1C	-3.4%	-6.4
COc1ccc(NC(=O)c2ccco2)cc1NC(=O)c1c(OC)cccc1OC	i	-22.4
CCOC(=O)C1C(c2cc(OC)c(OC)c(OC)c2)NC(=S)NC1(O)C(F)(F)F (stereo not given)	?	/
Cc1cc(C)cc(N(CCC(=O)Nc2nnc(C3CC3)s2)S(=O)(=O)c2ccc(Cl)cc2)c1	?	/
Cc1cc([N+](=O)[O-])ccc1NC(=S)NC1CCCC1	i	18.4
CCc1c(C)nc2ncnn2c1N1CCCC(C(=O)NCc2ccco2)C1 (stereo not given)	?	/
CCn1cc(C(=O)NCC(OC)OC)c(=O)c2cc(S(=O)(=O)N(C)C3CCCCC3)ccc21	?	/
CCN(CC)CCn1c2c(c(SCC(=O)Nc3ccc(F)c(F)c3)nc1=O)CCC2	i	/
CCOc1ccccc1C1C(C#N)=C(N)Oc2cc(C)n(Cc3ccccn3)c(=O)c21 (stereo not given)	12.1%	2.9
COC(=O)c1ccc(N2C(=O)CC(Sc3n[nH]c(C)n3)C2=O)cc1 (stereo not given)	-0.3%	-2.9
NC(=O)CC1C(=O)N(c2ccc(Cl)cc2)C(=S)N1NC(=O)c1cccc(F)c1 (stereo not given)	2.3%	5.0
CCc1ccc(C)c(OC(=O)c2cncc(Br)c2)c1	?	/
Cc1ccc(Cn2cc(CCC(=O)O)c3ccccc32)cc1	15.0%	9.3
CCOc1c2ccc(C(=O)N[C@H](C)C3CCCCC3)cc2nn1CC	-11.3%	-4.2
O=C(NCCCN1CCCC1=O)c1ccc([N+](=O)[O-])s1	-1.2%	/
CCN(CC)S(=O)(=O)c1ccc(N2CCOCC2)c(NS(=O)(=O)c2ccc(C)c(C)c2)c1	-10.2%	16.0
Cc1ccc(S(=O)(=O)N2CCCCC2)cc1NC(=O)CNc1ccccc1N1CCCC1=O	?	/
CCOC(=O)CSc1nc2c(c(=O)[nH]c(=O)n2C)n1Cc1ccccc1	?	/
CCCCN(C(=O)c1cc2ccccc2o1)c1c(N)n(CC(C)C)c(=O)[nH]c1=O	?	/
Cc1ccc(C2=NN(CCC#N)C(=O)CO2)cc1	?	/
COc1ccccc1N1CCN(CC(=O)N2CCCC2)CC1	11.5%	-7.6
NS(=O)(=O)c1ccc(NNC(=O)c2ccccc2)cc1	?	/
CC(O)CNCCOc1ccccc1-c1ccccc1 (stereo not given)	3.5%	0.8
COc1ccc2oc(=Nc3ccc(C(=O)O)cc3)c(C(=O)NCc3ccco3)cc2c1	?	/
Cn1cnnc1SCCCN1C(=O)c2cccc3cccc(c23)C1=O	-0.8%	19.1
O=C(O)/C=C/C(=O)NC1CCCCCCCCCCC1	0.9%	12.8
Cc1ccc(-n2nnc3c(=O)n(CC(=O)NCc4ccccc4)cnc32)cc1	-9.4%[9.22 µM]	-1.5
CC(=O)N1c2ccc(S(=O)(=O)NC(CC(=O)O)c3ccc(Br)cc3)cc2CC1C (stereo not given)	?	/
COc1ccc(CCN(C)Cc2ccc(OC)c(OCc3ccccc3)c2)cc1OC	-12.2%	-14.6
COc1cccc(C(=O)Nc2cc(C)on2)c1OC	-11.3%	-16.8
Cc1cccc(NC(=S)N(CCN(C)C)C(C)c2ccco2)c1 (stereo not given)	12.2%	1.7
C=CCN1C(=O)C(C)(C)N(C(C)=O)c2ccccc21	?	/
Next part:
SMILES	S3 lipid droplet	S3 lipid droplet cell count max
Cc1cc(C)c(S(=O)(=O)c2ccc(C(C)(C)C)cc2)c(Cl)n1	?	/
Cc1cc(C)cc(NC(=O)CN2C(=O)C3CC=CCC3C2=O)c1 (stereo not given)	7.8%	-22.3
C(=N\Nc1ccc2nncn2n1)/c1ccco1	-3.7%	-0.4
Cc1ccccc1Nc1nc(N2CCOCC2)nc(N2CCOCC2)n1	?	/
Cc1ccc(NC(=O)CN(C)C(=O)/C=C/c2ccc3c(c2)OCO3)cc1	17.5%	10.7
COc1ccc2nc(SCC(=O)c3ccco3)[nH]c2c1	?	/
C/C(=N/NC(=O)c1sc(=S)n(C)c1C)c1ccccc1	-1.0%	-12.3
COc1ccc(-n2cc(C#N)c(=O)[nH]c2=O)cc1	?	/
O=C(CSc1nc(O)c(C2CCCCC2)c(=O)[nH]1)Nc1ccc(Cl)cc1	?	/
Cn1c(NC(=O)c2cc(-c3ccc4c(c3)OCO4)nc3ccccc23)cc(=O)n(C)c1=O	-15.3%	-4.9
Cc1ccc(C(=O)NCCC(=O)N2CCC3(CC2)NCCc2[nH]cnc23)cc1C	?	/
COc1ccccc1C(c1nnnn1CCc1ccccc1)N1CCCCCC1 (stereo not given)	?	/
CNC(=O)/C(=C\c1ccco1)NC(=O)c1ccco1	?	/
COc1ccc(-c2csc(NC(=O)c3ccccc3NS(=O)(=O)c3ccc(C)cc3)n2)cc1	?	/
CC1=C(C(=O)Nc2ccccn2)C(c2ccc3c(c2)OCO3)C2=C(CC(C)(C)CC2=O)N1 (stereo not given)	2.4%	6.2
CCOc1ccc(-c2cccc(NC(=O)c3cccs3)c2)nn1	?	/
O=C(NCCN1CCOCC1)c1cc(-c2ccc(F)cc2)nc2ccccc12	i	/
Cc1ccc(C(=O)Nc2ccc3c(c2)CCC3)o1	i	-5.3
CC1(C)Cc2c(cnn2-c2cccc(F)c2)C(NC(=O)c2csnn2)C1 (stereo not given)	?	/
O=C(COC(=O)Cc1ccc(F)cc1)NCCc1ccccc1	?	/
O=C(O)C1CSC2(c3ccc(Br)cc3)CCC(=O)N12 (stereo not given)	?	/
O=C(C(=O)N1CCN(c2cccc(Cl)c2)CC1)N1CCCCC1	-6.0%	2.7
O=C(NCc1ccco1)C1CC(O)CN1C(=O)Nc1ccccc1 (stereo not given)	i	-10.5
CC(=O)N1CC(=O)N(OCc2ccccc2)C1c1ccc(Cl)cc1Cl (stereo not given)	-17.0%	-4.0
CCCCCn1c(=O)[nH]c2cc(C(=O)O)ccc2c1=O	?	/
Cc1cc(Cl)ccc1OC(C)C(=O)OCC(=O)Nc1ccc2[nH]c(=O)[nH]c2c1 (stereo not given)	?	/
CCc1nc(Nc2ccc(O)cc2)c2oc3ccccc3c2n1	10.4%	8.3
CC(C)COP(=O)(c1ccc(N(C)C)cc1)C(Nc1ccccc1)c1cccnc1 (stereo not given)	-2.7%	-12.7
CN1CCN/C1=C(/C(Cl)=C(Cl)Cl)[N+](=O)[O-]	0.8%	13.6
COc1ccc(C(=O)Nc2ccc(N3CCCCCC3)cc2)cc1S(=O)(=O)N1CCOCC1	7.3%	-11.2
O=C(NNC(=S)NCc1ccc(Cl)cc1)c1cccnc1	27.1%	7.1
O=C(COc1ccccc1)Nc1ccc([N+](=O)[O-])cc1	?	/
COC(=O)c1ccc(NC(=O)Cn2nc(C(=O)Nc3ccc(C)cc3)ccc2=O)cc1	i	20.8
Cc1ccc(C)c(NC(=O)CN2C(=O)NC(C)(c3ccc4c(c3)OCCO4)C2=O)c1 (stereo not given)	i	-12.3
CCCOc1ccccc1Cn1c(=O)oc2ccc(C)cc21	?	/
CCN(c1ccccc1)S(=O)(=O)c1ccc(OC)c(NC(=O)Cn2cnc3c2c(=O)n(C)c(=O)n3C)c1	4.1%	-2.6

An excerpt from above in order of molar mass, highest first:
SMILES	S3 lipid droplet	S3 lipid droplet cell count max
CCN(c1ccccc1)S(=O)(=O)c1ccc(OC)c(NC(=O)Cn2cnc3c2c(=O)n(C)c(=O)n3C)c1	4.1%	-2.6
COc1ccc(C(=O)Nc2ccc(N3CCCCCC3)cc2)cc1S(=O)(=O)N1CCOCC1	7.3%	-11.2
CC(C)COP(=O)(c1ccc(N(C)C)cc1)C(Nc1ccccc1)c1cccnc1 (stereo not given)	-2.7%	-12.7

Later entries:
SMILES	S3 lipid droplet	S3 lipid droplet cell count max
CC1N(C)c2cc(NC(=O)c3cccs3)c(P(=O)(Nc3ccc([N+](=O)[O-])cc3)N3CCOCC3)cc2C1(C)C (stereo not given)	?	/
CC(C)(C)n1nc2c(c1NC(=O)c1cc([N+](=O)[O-])ccc1Cl)CS(=O)(=O)C2	?	/
NNC(=O)c1ccc([N+](=O)[O-])c(CS(=O)(=O)c2ccc(Cl)cc2)c1	?	/
O=S(=O)(NC1CCSc2ccccc21)c1ccccc1 (stereo not given)	?	/
CCOc1ccc(S(=O)(=O)Nc2cnc3ccccc3c2)cc1	?	/
CCCCOc1ccc(-c2[nH]ncc2C=O)cc1	?	/
CCOC(=O)c1nnn(-c2ccccc2C#N)c1C	?	/
CC(C)[C@H](NC(=O)OCc1ccccc1)C(=O)NCc1ccccc1	-1.6%	-2.9
Cc1ccc(S(=O)(=O)c2cnc(-c3ccccc3)nc2Oc2ccccc2)cc1	?	/
COc1ccc2c(c1)C(c1ccc(C)o1)=NNC(c1ccccc1)=N2	4.4%	1.8
CCOC(=O)C1CCN(C(=O)C2CCC(=O)N(Cc3cccc(C(F)(F)F)c3)C2)CC1 (stereo not given)	?	/
O=C1CCC(=O)N1OCCCOc1ccc2c(c1)CCC2	?	/

Compounds from the list above that have an aryl thioether with sulfur outside any ring (nine):
SMILES	S3 lipid droplet	S3 lipid droplet cell count max
CCOc1ccc(CCNC(=O)CSc2n[nH]c(N)n2)cc1OCC	?	/
O=c1[nH]c(SCc2cccc(Cl)c2)nc2c1CCCC2	1.9%	1.6
Cc1ccc(NC(=O)CSc2nc(=O)n(CCN3CCOCC3)c3c2CCCC3)cc1	?	/
CCN(CC)CCn1c2c(c(SCC(=O)Nc3ccc(F)c(F)c3)nc1=O)CCC2	i	/
COC(=O)c1ccc(N2C(=O)CC(Sc3n[nH]c(C)n3)C2=O)cc1 (stereo not given)	-0.3%	-2.9
CCOC(=O)CSc1nc2c(c(=O)[nH]c(=O)n2C)n1Cc1ccccc1	?	/
Cn1cnnc1SCCCN1C(=O)c2cccc3cccc(c23)C1=O	-0.8%	19.1
COc1ccc2nc(SCC(=O)c3ccco3)[nH]c2c1	?	/
O=C(CSc1nc(O)c(C2CCCCC2)c(=O)[nH]1)Nc1ccc(Cl)cc1	?	/

Next section.
SMILES	S3 lipid droplet	S3 lipid droplet cell count max
CCN1CCN(S(=O)(=O)c2ccc(C(C)(C)C)cc2)CC1	i	3.0
O=C(Nc1nc2ccccc2[nH]1)c1ccc(F)c(S(=O)(=O)N2CCOCC2)c1	-0.1%	6.3
Cc1nn(-c2cccc(C(F)(F)F)c2)c(Cl)c1/C=N/n1cnnc1	?	/
O=C(Nc1ccccc1Cl)C1CC(=O)N(c2ccccc2)C1 (stereo not given)	0.4%	0.6
Cc1ccccc1Cn1cc(S(=O)(=O)CC(=O)Nc2nccs2)c2ccccc21	-2.0%	-12.8
CC(C(=O)NCc1ccc(F)cc1)n1ccc2cc(S(=O)(=O)N3CCCC3)ccc21 (stereo not given)	25.0%	17.6
CC1CCc2sc(-c3n[nH]c(=S)o3)cc2C1 (stereo not given)	-0.1%	/
CCN1C(=O)[C@H]2[C@@H](c3ccc(-c4ccc(C(C)=O)cc4)cc3)N3CCCC[C@@]3(C(=O)OC)[C@H]2C1=O	?	/

From PubChem
